Screening results deposited in PubChem BioAssay by National Center for Advancing Translational Sciences (NCATS).
HCMV inh: human cytomegalovirus inhibition; activity change, negative = inhibition, % at 57.5 µM; HFF cells, HCMV-luciferase reporter, 72 h; active compounds read low; hit rate 4.5% among 410,000; AID 1259415; in the data active = activity change below about -60%; inconclusive = no clear call, values can overlap the other calls; inactive = above about -39%
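Human foreskin fibroblasts infected with luciferase-reporter HCMV at MOI 1 PFU/cell, compounds at two doses. Luciferase measured 72 h post infection; normalized to buffer-only basal and Salinomycin (10uM) controls.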
FBPA Giardia inh: Giardia lamblia aldolase inhibition | purified Giardia FBPA | AID 2451 | Potency, µM (series often up to 59.6 µM), for the others: top-dose activity, negative = inhibition, actives largely listed as inhibitors | hit rate 0.71% among 290,000; also: potency is read from the fitted curve at half-maximal effect; nearly all actives have a fitted effect of over 55% in size
Target sequence (A8B2U2 whole entry, looked up): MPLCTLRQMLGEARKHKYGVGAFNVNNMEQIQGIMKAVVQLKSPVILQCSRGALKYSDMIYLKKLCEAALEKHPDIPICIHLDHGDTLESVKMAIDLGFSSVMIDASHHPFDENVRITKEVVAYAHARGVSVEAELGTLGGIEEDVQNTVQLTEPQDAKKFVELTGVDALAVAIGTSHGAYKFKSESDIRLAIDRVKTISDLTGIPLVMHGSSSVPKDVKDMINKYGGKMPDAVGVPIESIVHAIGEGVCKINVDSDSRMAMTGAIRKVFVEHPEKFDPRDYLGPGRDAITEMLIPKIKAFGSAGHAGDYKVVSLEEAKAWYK
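Giardia FBPA (40 nM reagent) was preincubated 10 min at RT with compound (up to 57.5 uM final), then substrate plus GAPDH/TPI/NAD/arsenate coupling system with diaphorase/resazurin was added; resorufin fluorescence (525/598 nm) was read after 20 min.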
AmpC no deterg: blocks E. coli AmpC beta-lactamase in detergent-free assay | AID 485341 | Potency, µM (top dose mostly 57.1 µM), inactives show at the top dose activity change, negative = inhibition, usual class: inhibitors | hit rate 0.52% among 330,000 | P00811 | AmpC nitrocefin hydrolysis, absorbance 480 nm, 0.0001% Triton;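 also: potency is read from the fitted curve at half-maximal effect; plate controls were no compound for no effect and no enzyme for full effect; nearly all actives have a fitted effect of over 20% in size; some results filed as inactive show a strong effect at the top dose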
Target sequence (P00811 whole entry, looked up): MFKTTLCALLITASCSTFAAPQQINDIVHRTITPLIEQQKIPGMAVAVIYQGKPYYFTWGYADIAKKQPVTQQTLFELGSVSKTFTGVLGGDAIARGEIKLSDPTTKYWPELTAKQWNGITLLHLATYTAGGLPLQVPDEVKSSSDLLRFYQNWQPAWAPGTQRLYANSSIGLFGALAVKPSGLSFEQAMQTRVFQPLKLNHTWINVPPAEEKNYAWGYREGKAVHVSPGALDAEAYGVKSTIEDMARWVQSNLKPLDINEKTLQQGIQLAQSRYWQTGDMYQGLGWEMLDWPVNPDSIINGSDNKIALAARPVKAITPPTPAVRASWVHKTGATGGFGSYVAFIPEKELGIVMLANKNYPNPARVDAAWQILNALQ
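AmpC (5.3 nM in the dispensed reagent) in 20 mM phosphate pH 7.0 with 0.01% (detergent screen) or 0.0001% Triton X-100 was preincubated with compounds for 15 min at room temperature. Nitrocefin was then added from an 800 uM solution, and hydrolysis was followed at 480 nm.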
HCV inhibitor: HCV inhibition; Potency, µM (titrated, usually from 41.8 µM), for the others: top-dose activity change, negative = inhibition, most hits filed as inhibitors; AID 651820; hit rate 3.4% among 340,000; Huh7.5.1 HCVcc-Cre infection, luciferase reporter, 44 h; also: potency is read from the fitted curve at half-maximal effect
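Antiviral activity was scored by luciferase reporter output from cells infected with HCVcc-Cre (~0.5 moi) in presence of compound, 44 h infection period, cells seeded 1,000/well 4 h prior.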
Sm TGR inh: inhibitors of Schistosoma mansoni thioredoxin glutathione reductase. purified TGR, DTNB reduction, TNB absorbance 405 nm. Potency, µM (highest dose often 114 µM), for the others: at the highest dose activity change, negative = inhibition, most hits filed as inhibitors. hit rate 3% among 360,000. AID 485364; also: potency is read from the fitted curve at half-maximal effect; nearly all actives have a fitted effect of over 60% in size
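First, TGR (20 nM dispensed) and NADPH were mixed with compound. Second, a 15 min room-temperature incubation followed. Third, further NADPH and then DTNB were added to start the reaction. Finally, TNB absorbance was monitored kinetically.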
AmpC inh detg: inhibitors of E. coli AmpC beta-lactamase with detergent; P00811; AmpC hydrolysis of nitrocefin, absorbance 480 nm, 0.01% Triton; Potency, µM (doses to about 114 µM), inactives show top-dose activity change, negative = inhibition, actives largely listed as inhibitors; hit rate 0.041% among 370,000;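 also: potency is read from the fitted curve at half-maximal effect; 0% = no-compound wells and -100% = no-enzyme wells; nearly all actives have a fitted effect of over 25% in size; some results filed as inactive show a strong effect at the top dose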
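AmpC (5.3 nM in the dispensed reagent) in 20 mM phosphate pH 7.0 with 0.01% (detergent screen) or 0.0001% Triton X-100 was preincubated with compounds for 15 min at room temperature. Nitrocefin was then added from an 800 uM solution, and hydrolysis was followed at 480 nm.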
* marks the source's active call; other numbers are inactive results; ? = inconclusive; . = no result given; & = joins results of further samples; [ ] = remark or other dose. Unless noted, calls follow the shape of the dose curve; as a rule, active = well fitted curve in the direction sought with a large enough effect; inconclusive = small, poorly fitted or top-dose-only effect, or another doubt; inactive = no such curve, though single readings can be large; an effect the other way counts as inactive or inconclusive. Unless noted, % is scaled to controls: 0 for no effect and ±100 for the full control effect.

SMILES	HCMV inh	FBPA Giardia inh	AmpC no deterg	HCV inhibitor	Sm TGR inh	AmpC inh detg
COC(=O)C1=C(c2cccc(C#N)c2)C[C@@H]2CC[C@H]1N2C(=O)NC1Cc2ccccc2C1	?	.	14%	-3%	0%	-1%
Cn1c(-n2c(-c3ccco3)nc3ccccc3c2=O)nc2ccccc21	15	0%	-17%	?	-8%	3%
COCCCn1c(SCc2cc(=O)[nH]c3ccccc23)nnc1-c1ccco1	.	3%	-4%	15%	?	?
O=C(c1cccc(-c2ccc(O)cc2)c1)N1CCOCC1	74	3%	-8%	21%	-7%	?
Cc1ccc(-c2nn(-c3ccccc3)cc2/C=N/NC(=O)CSc2nnc(C)n2-c2ccccc2)cc1	39	1%	86%[activator]	14µM*	16%	-8%
Cc1ccc(OCC(=O)N2CCC(N3CCCCCC3)CC2)cc1	40	-28%	-8%	2%	-4%	-8%
COc1ccc(-c2c[n+](CC(=O)c3ccccc3)c3n2CCCCC3)cc1	?	0%	43%	?	-7%	4%
CN(Cc1ccccc1)C(=O)COC(=O)C12CC3CC(CC(Br)(C3)C1)C2	-26	.	30%	7%	.	.
O=C(CCc1nc2ccccc2c(=O)[nH]1)OCc1nnc(-c2ccccc2)o1	23	-3%	-15%	6%	-8%[11.4 µM]	-5%
Cc1c(Cl)cccc1-n1c(SCC(=O)N2CCC(C(=O)O)CC2)nnc1-c1ccncc1	-10	4%	-11%	8%	9%	-20%
CC(Sc1nnc(CN2CCCC2)n1Cc1ccccc1)C(=O)Nc1ccccc1 (stereo not drawn)	-7	.	-16%	14%	-23%	5%
CN(C(=O)CSc1ncnc2sccc12)C1CCCCC1	-10	.	-12%	-3%	1%	-2%
COCc1[nH][nH]c(=O)c1C=Nc1ccc(C(F)(F)F)cc1	68	-10%	-7%	1%	-1%	?
CCCCNC(=O)COC(=O)c1ccc(C)c(NC(=O)c2ccco2)c1	3	0%	-25%	-8%	-1%	-18%
CCc1ccc(OCC(=O)NC2CCCCC2)c(Br)c1	149	.	-18%	?	2%	5%
COc1ccccc1Nc1ccc2nonc2c1[N+](=O)[O-]	?	-12%	-13%	7%	?	3%
O=C(NNC1=NS(=O)(=O)c2ccccc21)C1CC(=O)N(c2ccccc2)C1 (stereo not drawn)	96	0%	-39%	24%	-1%	3%
C[C@@H]1C(=O)O[C@H]2[C@H](O)[C@@]34[C@H]5C[C@@H](C(C)(C)C)[C@]36[C@@H](OC(=O)[C@@H]6O)O[C@@]4(C(=O)O5)[C@@]12O	-4	1%	-17%	-3%	15%	-2%
CCOC(=O)c1csc(N/N=C2\CCCc3ccccc32)n1	16	10%	36%	?	2%	-16%
CC(Nc1ncnc2sccc12)c1ccccc1 (stereo not drawn)	-85*	-8%	-23%	2µM*	-1%	-14%
Cc1ccnc(NS(=O)(=O)c2ccccc2)n1	28	-11%	-19%	16%	10%	1%
COc1ccc(NC(C)=O)cc1S(=O)(=O)NC1CCSc2ccccc21 (stereo not drawn)	-3	-1%	-26%	-1%	0%	-12%
O=C(c1ccc2nc(N3CCOCC3)sc2c1)N1CCCC1	16	4%	-1%	?	8%	?
CCOc1ccc(S(=O)(=O)N2CCN=C2Cc2ccccc2)cc1C	-17	.	31%	-19%	3%	-4%
O=C(NCc1ccc(F)cc1)C(Cc1ccccc1)NS(=O)(=O)c1cccs1 (stereo not drawn)	?	3%	-17%	-5%	-2%	1%
SMILES	HCMV inh	FBPA Giardia inh	AmpC no deterg	HCV inhibitor	Sm TGR inh	AmpC inh detg
CCCOc1ccc(C(=O)CCNC(Cc2c[nH]c3ccccc23)C(=O)O)cc1 (stereo not drawn)	.	-20%	-20%	12%	-10%	-2%
COc1ccc(C(NC(=O)/C=C/c2ccco2)c2ccc(OC)cc2)cc1	-3	-4%	-41%	-8%	10µM*	1%
CN1C(C(=O)NCc2ccco2)=CC(c2ccc(F)cc2)=NS1(=O)=O	-28	-9%	-27%	5%	-16%	-13%
O=C(O)CC/C(=N\NC(=O)CNC(=O)c1ccc(F)cc1)c1ccccc1	0	7%	-16%	12%	27%	6%
Cc1ccc2c(c1)CC1(CN2C)C(=O)NC(=O)N(CCC2=CCCCC2)C1=O (stereo not drawn)	45	-29%	-4%	-3%	?	?
CC(=O)N(c1ccccc1)c1nnc(-c2cnc(C)cn2)s1	190	2%	-1%	10%	0%	3%
O=C1CC(N2CCC(Cc3ccccc3)CC2)C(=O)N1CCc1ccccc1 (stereo not drawn)	?	-3%	194%[activator]	18%	11µM*	-1%
C=CCn1c(SCC(=O)NC2CCS(=O)(=O)C2)nnc1-c1ccncc1 (stereo not drawn)	0	-7%	-39%	14%	-4%	2%
O=CNc1ccc(OC(=O)c2cncc(Br)c2)cc1	-6	0%	-5%	9%	3%	-9%
Cc1c(CCC(=O)O)c(=O)n2c([nH]c3ccccc32)c1C#N	-17	?	-6%	15%	5%	2%
COC(=O)CSc1nnc(-c2ccccc2O)n1-c1ccc(C)cc1	-39	-3%	0%	2%	8%	-2%
CCN1CN(Cc2ccccc2)CNC1=S	30	-3%	-8%	13%	-9%	-5%
CC(=O)N1C(=O)C(=C2C=C(C)OC(C)=C2)c2ccccc21	103	0%	-3%	10µM*	14%	?
CC1(C)Cc2c(c(N3CCOCC3)nc3sc(C(=O)N4CCCCC4)c(N)c23)CO1	36	-17%	5%	-15%	-6%	-10%
Cc1ccc(Cn2ccc(NC(=O)c3cc(-c4cccs4)on3)n2)cc1	-26	7%	-23%	-3%	5%	-11%
O=C(N/N=C/c1ccc(Br)s1)c1ccncc1	-17	-1%	-15%[11.4 µM]	-15%	-14%	-13%
COc1cc(C(=O)NCC2CCCO2)ccc1OCc1ccc(Cl)cc1Cl (stereo not drawn)	-37	.	218%[activator]	?	-3%	?
COc1ccccc1CC(=O)NC1CCC(C)CC1 (stereo not drawn)	-21	10%	-1%	5%	4%	-12%
CCN(CC)C(=O)Cn1cc(C(=O)C(=O)NCCCN2CCCCC2)c2ccccc21	-8	.	24%	?	0%	2%
Cc1ccc(-c2nc3ccccc3n3c(-c4ccccc4)c4c(=O)n(C)c(=O)n(C)c4c23)cc1	23	.	.	.	1%	26%
CCOC(=O)Cn1c(=NC(=O)C(C)(C)C)sc2cc([N+](=O)[O-])ccc21	-24	4%	-30%	-18%	7%	-13%
COc1ccc2[nH]c(C(=O)NCCN3CCCCC3)cc2c1	.	-21%	-17%	-22%	0%	8%
CC(=O)N1CCc2cc(S(=O)(=O)CCC(=O)N3CCN(c4cc(C)ccc4C)CC3)ccc21	?	3%	27%	-12%	-25%	-5%
CN(Cc1cnccn1)C(=O)C1CCC(=O)N(CCc2ccccc2)C1 (stereo not drawn)	4	12%	-14%	-15%	-1%	-2%
COC(=O)c1ccccc1NC(=O)c1cc2n(n1)C(C(F)F)CC(C(F)F)N2 (stereo not drawn)	-7	0%	-4%	-11%	8%	-1%
SMILES	HCMV inh	FBPA Giardia inh	AmpC no deterg	HCV inhibitor	Sm TGR inh	AmpC inh detg
CN(C)c1ccc(CNC(=O)CCC(=O)N2Cc3ccccc3Oc3ncccc32)cc1	2	.	.	.	-11%	2%
CC(C)n1c(O)c(/C=C2\C=Nc3ccccc32)sc1=Nc1ccccc1	-28	0%	-19%	?	0%	-10%
N#C/C(=C\c1ccc(Br)s1)C(=O)N1CCN(c2ccccc2)CC1	4	0%	-15%	4%	-3%	-2%
Cc1ccc(C)c(-n2c(SCC(=O)Nc3nonc3C)nnc2-c2ccoc2C)c1	-24	1%	-11%	-9%	0%	-13%
O=C(CN1C(=O)C2CCCCN2c2ccc(C(=O)N3CCCC3)cc21)NCc1cccc(F)c1 (stereo not drawn)	-7	.	.	.	-2%	-4%
COC(=O)C1=C(C)C(c2ccc(OC)cc2)NC(=S)N1 (stereo not drawn)	24	4%	-25%	?	-9%	-13%
C=CCn1c(SC(C)C(=O)NC2(C#N)CCCCC2)nnc1-c1ccc(OC)cc1 (stereo not drawn)	-3	-5%	37%	-1%&-1%	-13%	-9%
Cc1ccc2nc(SCc3nc4ccccc4c(=O)[nH]3)[nH]c2c1	23	-12%	?	12%	1%	-10%
COCCCNC(=O)c1ccccc1N(Cc1ccccc1)S(=O)(=O)c1ccccc1	-3	3%	58%	5%	0%	-2%
Cc1c(C(=O)NC(C)c2ccccc2)sc2nc3n(c(=O)c12)CCCC3 (stereo not drawn)	-19	.	.	.	-1%	18%
CN(C)c1ccc(NC(=O)CSc2nc(N)c(C(=O)Nc3ccc(N(C)C)cc3)s2)cc1	?	-3%	-35%	10µM*	2%	4%
O=C(CSC1=Nc2ccccc2C2=NC(Cc3ccccc3)C(=O)N12)Nc1ccccc1 (stereo not drawn)	-18	.	.	.	-1%	-2%
CC1CC(=O)N(CC(=O)NC2CCCCC2)c2ccccc2S1 (stereo not drawn)	-18	4%	27%	7%	-2%	?
CCN(CC)c1ccc2cc(C(N)=O)c(=O)oc2c1	39	-4%	-10%	-24%	-8%	-6%
COc1ccc(C(=O)NCc2ccccc2OC)cc1	15	-6%	-18%	-18%	-1%	-5%
COc1ccc(C(=O)NNC(=O)C2=NN(c3ccccc3)C(=O)CC2)cc1	-9	?	2%	12%	-2%	0%
CCn1nc(C(=O)Nc2cccc3ccccc23)c(Cl)c1Cl	69	-16%	-22%	-26%	4%	1%
CCCCN(CC)S(=O)(=O)c1ccccc1	9	1%	-6%	4%	1%	?
CCOc1ccccc1NC(=O)c1ccoc1C	7	4%	-16%	6.3µM*	-1%	-7%
CC(C)c1ccc(NC(=O)/C(C#N)=C/c2ccncc2)cc1	15	.	31%	9%	-5%	-5%
Cc1ccc(Nc2nc(-c3c(C)nc4ncccn34)cs2)cc1	8	-24%	45%	?	-23%	?
O=C(CN1CCCCCC1)Nc1ccc(Br)cc1[N+](=O)[O-]	-19	6%	-15%	?	-23%	-11%
CCn1c2ccccc2c2cc(NC(=O)C/C(C)=N/NC(=O)c3ccccc3N)ccc21	41	-16%	-22%	?	7%	-16%
